High-throughput results as filed in PubChem.
Tat export inh = E. coli Tat export inhibitors, primary screen, MC4100, TorA-mCherry reporter, fluorescence, single point | inhibition, % at 10 µM | 340,000 compounds, 0.036% hits | AID 488895, 2010;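 active means mean replicate inhibition at least 50% and at least half of replicates individually reaching 50%; inconclusive means only one of the two criteria met; inactive means neither criterion met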;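 further: exported cargo escapes ClpAP degradation while cytoplasmic cargo is degraded and loses fluorescence; 0% = median of neutral control wells and 100% = median of NaSCN control wells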
Wnt act = Wnt/beta-catenin pathway activators, primary screen, cell-based, plate reader, single point; Wnt/beta-catenin reporter cell assay, activator; activation, % at 9.35 µM; AID 743398, 2014; 300,000 compounds, 1.2% hits; in the data active means activation above about 30%, passing the limit was not always enough; inconclusive means no clear call, values can overlap the other calls;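 further: 0% = neutral control wells and 100% = positive control wells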
Ecoli viability = E. coli V3065 growth inhibition, primary screen, counter-screen for AddAB inhibitor project, absorbance, OD600. 18 h. inhibition, % at 11.9 µM. 330,000 compounds, 0.27% hits;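 active means inhibition above the campaign's mean inhibition across all tested compounds plus 3 SD, cut at about 9.9% in these data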;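 further: uninfected addAB+ strain grown without phage in ampicillin broth; 0% = DMSO wells and 100% = ciprofloxacin 0.95 µg/ml wells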
MITF act = activators of MITF-driven TRPM1 promoter reporter, primary screen, cell-based, SK-MEL-5, luciferase, single point | AID 588334, 2011 | 300,000 compounds, 0.75% hits | activation, % at 12.5 µM | SK-MEL-5 TRPM1-promoter luciferase, 24 h; % of positive control, neutral wells = 0;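 active means mean activation of at least 80% with every replicate also reaching 80%; inconclusive means mean reaches 80% but some replicate falls short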;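 further: 0% = neutral control wells and 100% = parthenolide positive control wells; values of inactives mirror those of a sister screen read the other way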
CAL PDZ FP-1 = untagged CAL PDZ binding inhibitors, primary screen, biochemical, fluorescence polarization, HTS | 300,000 compounds, 0.92% hits | purified CAL PDZ, TMR-peptide fluorescence polarization, 1 h | AID 602252, 2012 | inhibition, % at 24.9 µM | Golgi-associated PDZ and coiled-coil motif-containing protein (Homo sapiens), Q9HD26;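 active means mean inhibition of at least 30% with at least half of replicates also reaching 30%; inconclusive means no clear call, values can overlap the other calls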;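 further: 0% = DMSO neutral control and 100% = excess unlabeled competitor peptide PRC23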
CAL PDZ FP-2 = CAL PDZ peptide-binding inhibitors, primary screen, biochemical, fluorescence polarization, Cer-tagged CAL PDZ, HTS; Golgi-associated PDZ and coiled-coil motif-containing protein (Homo sapiens), Q9HD26; purified CAL PDZ, TMR-peptide fluorescence polarization, 1 h; inhibition, % at 20 µM; 330,000 compounds, 0.02% hits; AID 504414, 2011;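 active means highest replicate inhibition of at least 40%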;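 further: plate controls were DMSO neutral control wells for no effect and unlabeled competitor peptide control wells for full effect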
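material = purified tagged CAL PDZ domain construct (CerCALP) | buffer or medium = sodium phosphate/NaCl buffer pH 7.4 with TCEP, IgG, Thesit | reagent = TMR-labelled reporter peptide T*-PRC34 bound in PDZ groove | incubation = 1 h room-temperature incubation prior to read | measured by = fluorescence polarization (mP) | evaluation = percent inhibition from loss of millipolarization | control set = unlabelled peptide and DMSO controls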
phage Ecoli inh = growth loss of phage-infected E. coli, primary screen, RecBCD inhibitor project, absorbance, with phage, HTS; inhibition, % at 11.9 µM; 360,000 compounds, 0.26% hits; in the data active means inhibition above about 11%
AddAB inh = growth inhibition of E. coli expressing H. pylori AddAB, primary screen, AddAB inhibitor project, absorbance. inhibition, % at 11.9 µM. 330,000 compounds, 0.29% hits. AID 435030, 2010; in the data active means inhibition above about 12%;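 further: 0% = vehicle wells of infected cells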
SR-BI DiI-HDL act = activators of SR-BI mediated DiI-HDL uptake, primary screen, ldlA[mSR-BI] CHO cells, DiI fluorescence | 320,000 compounds, 0.096% hits | activation, % at 12.5 µM | 3 h; 100 = double the neutral-control signal;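 active means mean replicate activation of at least 60% and every replicate at or above 60%; inconclusive means mean or all-replicate condition met, but not both; inactive means mean below 60% and not all replicates reaching 60%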;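 further: 0% = median plate neutral-control signal and 100% = twice that signal; values of inactives mirror those of a sister screen read the other way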
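material = CHO ldlA[mSR-BI] cells | medium = Ham's F12 with 0.5% BSA, HEPES 25 mM, pH 7.4 | reagent = fluorescent DiI-HDL, 10 µg/mL final | compound dosing = single-point compound dose | incubation = 3 h, 37 °C | measured by = bottom-read fluorescence, 550/595 nm | measure = HDL uptake via cellular fluorescence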
SR-BI DiI inh = inhibitors of SR-BI mediated HDL lipid uptake, primary screen, ldlA[mSR-BI] cells, fluorescence, single point; inhibition, % at 12.5 µM; 320,000 compounds, 0.96% hits; AID 488896, 2010; ldlA[mSR-BI] CHO cells, DiI-HDL uptake fluorescence, 3 h; Scavenger receptor class B member 1 (Mus musculus), Q61009;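 active means mean replicate inhibition of at least 70% and a set share of replicates each scoring 70 or more; inconclusive means meets just one of the two criteria; inactive means fails both criteria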;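 further: 0% = median of neutral control wells and 100% = median of positive control wells; values of inactives mirror those of a sister screen read the other way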
Target sequence (Q61009 whole entry, looked up): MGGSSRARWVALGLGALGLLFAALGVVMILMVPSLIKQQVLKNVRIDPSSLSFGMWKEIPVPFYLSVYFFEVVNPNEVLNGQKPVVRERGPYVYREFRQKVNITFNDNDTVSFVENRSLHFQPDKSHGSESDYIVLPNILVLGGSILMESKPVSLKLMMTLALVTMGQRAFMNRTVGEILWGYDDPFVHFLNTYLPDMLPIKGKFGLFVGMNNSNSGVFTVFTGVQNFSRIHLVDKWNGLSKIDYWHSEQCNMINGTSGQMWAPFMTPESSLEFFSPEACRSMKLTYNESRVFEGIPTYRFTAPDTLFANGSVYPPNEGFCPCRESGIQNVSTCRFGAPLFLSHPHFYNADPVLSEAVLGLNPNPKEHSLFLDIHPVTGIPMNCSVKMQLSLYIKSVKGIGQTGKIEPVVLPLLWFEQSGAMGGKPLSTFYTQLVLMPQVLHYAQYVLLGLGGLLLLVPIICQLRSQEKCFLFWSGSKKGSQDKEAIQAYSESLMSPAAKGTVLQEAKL
Numbers without * were called inactive; ? = inconclusive; / = not tested or not shown; & = joins results of further samples.

SMILES	Tat export inh	Wnt act	Ecoli viability	MITF act	CAL PDZ FP-1	CAL PDZ FP-2	phage Ecoli inh	AddAB inh	SR-BI DiI-HDL act	SR-BI DiI inh
CCCN1C(=O)/C(=C/c2nc3ccccc3c(=O)[nH]2)c2ccccc21	-3	/	1.8	13	-3	0.4	2.5	3.2	-1	1
Clc1ccc(-n2ncc3c(N4CCCC4)ncnc32)cc1	1	/	1.4	-10	-3	-1.2	4.2	3.0	34	-34
COc1ccc(NC(=O)CN2C(=O)NC3(CCCCCC3)C2=O)cc1Cl	-7	-2	-2.7	16	3	0.7	3.6	-1.1	6	-6
Cc1ccc(-n2c(C)cc(C(=S)N3CCOCC3)c2C)cc1C	10	/	-0.2	-1	-1	-1.2	-1.4	1.8	-18	18
CC(C)C(NC(=O)c1ccc(C(C)(C)C)cc1)C(=O)NCc1ccccn1 (stereo not drawn)	-1	1	-0.5	1	-2	-1.3	0.8	-1.1	0	0
N#Cc1cccc(NC(=O)c2ccccc2C(=O)O)c1	-2	/	-3.9	-7	-7	/	1.1	-2.3	2	-2
CC(C)(C)C(=O)[C@@H]1[C@@H]2C(=O)N(C3CCCCC3)C(=O)[C@@H]2[C@H]2c3ccccc3C=CN12	-14	-8	0.3	/	-1	0.3	5.0	3.2	46	-46
Cc1cc(C)c(NS(=O)(=O)c2ccc(NC(=O)c3cccs3)cc2)c(C)c1	-4	-4	1.7	1	-2	-1.6	1.3	3.5	-38	38
Cc1ncccc1C(=O)N1CCCC(CNC(=O)c2ccc(-c3ccccc3)cc2)C1 (stereo not drawn)	-3	6	1.4	6	-2	-1.0	0.9	-0.3	-20	20
CC1CCN(S(=O)(=O)c2ccccc2[N+](=O)[O-])CC1	-8	-2	1.0	-4	-2	0.3	6.1	5.2	1	-1
COc1ccc(CNS(=O)(=O)c2cc3c4c(c2)C(C)C(=O)N4CCC3)cc1 (stereo not drawn)	1	0	-0.6	-9	-3	-2.0	0.7	-0.3	22	-22
O=S(=O)(c1ccc(F)c(F)c1)N1CCCc2ccccc21	5	2	-2.7	-15	-2	-0.2	1.7	-1.1	/	/
CCOC(=O)C1CCN(S(=O)(=O)c2ccc3c4c(cccc24)C(=O)N3CC)CC1	1	-1	-3.2	4	-2	-1.1	0.2	0.8	-22	22
CN1CCN(C(=O)c2ccccc2NC(=O)C(C)(C)C)CC1	-5	-6	0.7	-10	-3	-0.9	0.8	-0.7	8	-8
CSc1ccccc1C(=O)NCc1ccccc1C	2	1	0.9	-7	0	0.1	1.1	0.4	/	/
CCCCN1CC(COCc2ccccc2)Oc2cccc(Oc3ccc(C(C)C)cc3)c2S1(=O)=O (stereo not drawn)	0	-7	/	-6	6	0.0	-0.1	/	-3	3
O=C(Nc1cc(Cl)cc(Cl)c1)c1cccc(OC(F)F)c1	3	/	3.5	3	/	-0.6	4.3	4.9	-74	74*
Cc1ccc(Nc2c(F)c(F)c(F)c(F)c2C(=O)O)c(C)c1	-2	-4	-2.8	1	-6	/	4.0	1.2	26	-26
Nc1nc2c(s1)CCCCCCCCCC2	/	2	-0.8	/	/	/	3.6	3.1	/	/
O=C(CSc1nc2ccccc2n1CC(=O)N1CCCC1)Nc1nccs1	43	0	3.3	-15	-2	-3.1	3.1	1.8	36	-36
O=[N+]([O-])c1cc(C(F)(F)F)cc([N+](=O)[O-])c1Sc1n[nH]c(C(F)(F)F)n1	3	-4	0.2	/	/	-1.7	0.4	5.4	6	-6
Cc1cc(C)c2oc(C(=O)N3CCN(C)CC3)cc(=O)c2c1	6	1	-1.3	14	-3	/	0.0	0.1	17	-17
COc1cccc(/C=N/NC(=O)c2ccc(N3CCCC3=O)cc2)c1	5	8	-0.4	-3	-8	-4.1	3.3	3.7	/	/
COc1ccc2c(c1)c(/C=C/c1cc[n+](C)cc1)cn2C	4	-1	-1.7	1	1	0.4	-0.2	-0.2	-4	4
NC(=O)CSc1nnc(-c2ccc(O)cc2)n1Cc1ccco1	-4	-5	-1.7	-1	-6	-0.5	2.8	1.6	24	-24
C=CCNC(=O)/C(C#N)=C/c1ccc2c(c1)OCCO2	-3	4	0.7	11	4	-0.4	1.2	6.6	1	-1
O=S(=O)(c1ccc(Oc2ccc(Cl)cc2)nc1)N1CCOCC1	-3	-2	1.5	-12	-4	-3.2	2.9	1.6	13	-13
COc1cc(C=O)ccc1Oc1nnnn1-c1ccc(C(N)=O)cc1	-8	/	-3.0	-22	/	-2.7	0.4	-0.3	22	-22
CCN(CC)S(=O)(=O)c1ccc(O)c(NS(=O)(=O)c2ccccc2F)c1	1	3	-1.9	-3	-2	0.2	3.7	2.6	19	-19
COC(=O)c1ccc(Oc2nc(Nc3ccccc3)nc(N(C)C)n2)cc1	0	/	0.8	-2	/	-1.6	-0.3	5.4	-28	28
CC(C)CCc1noc(CN(C)CCC2CCOCC2)n1	1	-1	-1.6	-3	-4	-1.6	-0.4	-2.1	/	/
Cc1cccc(NC(=O)CNC(=O)c2ccc3nc[nH]c3c2)c1C	2	0	-1.4	-9	-4	-2.1	3.2	2.2	7	-7
CCCCC(=O)NC1(C(F)(F)F)C(=O)Nc2c1c(=O)n(C)c(=O)n2C (stereo not drawn)	17	/	2.6	1	-3	-0.6	2.7	0.9	18	-18
CCOc1ccc(-c2cn(CCC#N)cn2)cc1	-7	/	3.2	14	14	-0.2	1.1	-0.9	0	0
Cc1cc(NC(=O)CS(=O)(=O)Cc2ccccc2)no1	2	-5	-2.5	-5	0	-2.6	0.9	0.2	10	-10
Nc1ccccc1S(N)(=O)=O	-1	-15	-0.8	-6	-4	-0.2	2.7	-2.1	19	-19
Cc1ccc(S(=O)(=O)N2CCN(c3nccnc3C#N)CC2)cc1	-2	-5	1.1	-1	-2	-1.3	1.5	0.6	-2	2
CCCn1c2c(c(O)c(C(=O)NC)c1=O)CCCC2	-5	/	-0.5	-4	-1	-1.2	0.5	0.2	-12	12
CN1CCN2c3ccccc3Cc3ccccc3C2C1 (stereo not drawn)	7	-1&-2	3.6	4	-2	-0.5	6.1	3.6	12	-1
CCN(c1ccccc1)S(=O)(=O)c1ccc(OC)c(NC(=O)C2CC(=O)N(Cc3ccccc3)C2)c1 (stereo not drawn)	11	-3	3.2	15	/	-1.6	0.0	4.5	/	/
Cc1c(C)c2c(OCC(=O)N3CCC(O)CC3)cc3c(c2oc1=O)CCC(C)(C)O3	5	-1	0.5	-1	-5	-2.5	1.6	2.7	-1	1
Cc1cc(N2CCOCC2)nc2ccc(NC(=O)CCC(=O)N3CCCCC3)cc12	-2	/	0.7	39	4	-0.5	-0.2	1.8	14	-14
O=C(Nc1ccc(Br)cc1)C1CCN(C(=O)c2ccc(F)cc2)CC1	2	/	-1.0	13	6	-1.1	5.3	-0.3	6	-6
CC1(C)Cc2c(c(N3CCOCC3)nc3sc4c(NCc5ccco5)nnnc4c23)CS1	2	-3	-1.4	2	-9	-7.9	3.0	-3.6	-67	67
CCCCn1c(-c2cccnc2)n[nH]c1=S	-4	-1	-1.4	-1	1	-2.0	2.2	-0.2	17	-17
Cc1ccc(S(=O)(=O)NCC2CCC(C(=O)NCc3ccccn3)CC2)cc1 (stereo not drawn)	1	-2	-4.0	4	-5	-1.1	2.1	-0.8	25	-25
COc1cccc(OCC(O)CNC2CCCC2)c1 (stereo not drawn)	10	0	1.0	/	0	-1.2	2.4	2.0	6	-6
O=C(CN1CCCCC1)Nc1ccccc1-c1ccccc1	0	-1	-0.2	6	-3	-2.3	0.1	2.8	-18	18
N=c1c(S(=O)(=O)c2ccc(Cl)cc2)cc2c(=O)n3ccccc3nc2n1C1CCCCC1	-3	-1	0.0	5	-6	21	1.1	2.7	-6	6
CCO[C@@H]1OC(C(=O)N2CCOCC2)=C[C@H](c2cn(C(C)=O)c3ccccc23)[C@H]1CCCO	0	0	-1.5	-3	-5	1.2	3.3	2.7	-20	20
O=C(Nc1ccon1)c1ccc(Br)s1	11	8	-1.9	3	5	-2.4	-1.1	1.6	9	-9
C[C@H]1NC(=O)[C@]2(C)[C@@H](c3ccccc3)[C@H]3COc4ccccc4[C@H]3N2C1=O	-11	-1	/	2	8	-0.3	1.0	/	27	-27
O=C1OCC(O)=C1Cc1ccccc1	-5	0	/	-12	-5	-1.0	1.2	/	-4	4
CNc1cc(N2CCCC2)ccc1[N+](=O)[O-]	6	3	0.3	15	-1	-1.5	2.6	2.2	-5	5
N#Cc1c2n(c3c(-c4ccccc4)ncnc13)CCC2	2	1	2.2	-1	-3	-0.5	2.5	-0.2	1	-1
COc1cccc(-c2cn3nc4c(nc3n2)CCCC4)c1	-2	/	-3.8	-44	-2	-0.1	/	-0.8	-7	7
CCN(CC(=O)NCc1ccc(F)cc1)C(=O)CCNS(=O)(=O)c1cccc(C)c1	6	-1	-2.3	10	-6	-2.3	2.1	1.6	/	69
CC(=O)c1cnc2nc(C)nn2c1C	-7	/	-0.1	/	2	0.3	2.2	-1.3	-20	20
CCC(=O)N1CCc2cc(S(=O)(=O)NCCC(=O)NCc3ccc(F)cc3)ccc21	4	-4	0.1	-7	37*	-0.3	3.4	-0.6	-4	4
CCOc1ccc(NC(=O)CN2C(=O)/C(=C3\SC(=S)N(C4CCS(=O)(=O)C4)C3=O)c3ccccc32)cc1 (stereo not drawn)	?	-1	/	-1	3	0.8	3.2	/	13	-13
CC(=O)c1c(C)[nH]c(C(=O)NCc2ccc(F)cc2)c1C	-8	-1	-4.3	3	-5	-1.7	5.6	1.3	-9	9
COc1ccccc1N1CCN(CC(O)COCc2cccs2)CC1 (stereo not drawn)	-3	-3	-2.3	9	3	-1.3	1.7	1.9	4	-4
COc1cc(/C=C2\N=C(c3ccccc3)NNC2=O)cc(OC)c1OC	-4	-12	-0.6	/	8	-0.3	2.2	-0.9	-3	3
